# Vif-APOBEC3G blk: qHTS for Inhibitors of Vif-A3G Interactions: qHTS. AID 602310, 2012. 410,000 tested, 0.076% active. HeLa A3G-eYFP + Vif (tagged APOBEC3G with the HIV-1 protein that degrades it), YFP fluorescence, overnight. Potency, µM (series often up to 46.1 µM), for the others: at the highest dose activity, negative = active, usual class: inhibitors;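 note: potency is the fitted concentration of half-maximal effect; % is set by controls: 0 for no effect and ±100 for the full control effect; nearly all actives have a fitted effect of over 60% in size; hits raise eYFP signal because A3G escapes Vif-driven loss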
# Target sequence (Q9HC16 whole entry, looked up): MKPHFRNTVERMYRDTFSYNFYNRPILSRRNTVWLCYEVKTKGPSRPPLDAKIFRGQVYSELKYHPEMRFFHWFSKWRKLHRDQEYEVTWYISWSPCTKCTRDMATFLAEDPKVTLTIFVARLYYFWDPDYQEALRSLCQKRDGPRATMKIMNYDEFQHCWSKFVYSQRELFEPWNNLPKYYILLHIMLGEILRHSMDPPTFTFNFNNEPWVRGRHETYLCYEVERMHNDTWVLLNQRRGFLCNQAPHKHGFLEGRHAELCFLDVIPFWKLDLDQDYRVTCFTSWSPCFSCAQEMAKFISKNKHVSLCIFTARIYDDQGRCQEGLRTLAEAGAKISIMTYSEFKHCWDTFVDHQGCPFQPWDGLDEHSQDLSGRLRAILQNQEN
#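 Read-out is eYFP fluorescence (Ex 488/Em 500-530) from Vif-expressing HeLa A3G-eYFP cells; more signal means A3G escaped Vif-mediated degradation. Cells plated overnight, compound pinned in, incubated overnight at 37 deg C.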
# RGS4 inh: Inhibitors of Regulator of G Protein Signaling (RGS) 4: qHTS; Transcreener GDP fluorescence polarization, RGS4-accelerated GTP hydrolysis; Potency, µM (titrated, usually from 114 µM), for the others: at the top dose activity change, negative = inhibition, actives largely listed as inhibitors; 390,000 tested, 0.039% active; AID 504845, 2011; note: potency is the fitted concentration of half-maximal effect; % is set by controls: 0 for no effect and ±100 for the full control effect; nearly all actives have a fitted effect of over 75% in size; some results filed as inactive show a strong effect at the top dose
# Target sequence (P49798 whole entry, looked up): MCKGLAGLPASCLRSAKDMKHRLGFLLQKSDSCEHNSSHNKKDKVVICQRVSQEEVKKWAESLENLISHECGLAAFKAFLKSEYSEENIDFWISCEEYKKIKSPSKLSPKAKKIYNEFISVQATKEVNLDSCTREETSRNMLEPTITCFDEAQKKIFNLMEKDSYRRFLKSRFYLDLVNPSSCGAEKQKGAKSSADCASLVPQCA
#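 MLSMR compounds (23 nl, pin-transferred) preincubated 10 min at room temperature with a 500nM (2x) first reagent, then RGS4 at 900nM (2x) plus Transcreener GDP mix added; fluorescence polarization (620/688 nm) read before and after 90 min at 30 °C.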
# D2 antag: HTS Assay for Allosteric Antagonists of the Human D2 Dopamine Receptor: Primary Screen for Antagonists; AID 485344, 2010; 340,000 tested, 2% active; HEK293 TREx D2 cells, calcium flux, dopamine EC80; inhibition, % at 10 µM; in the data active = inhibition above about 30%; note: 0% is about no effect
#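 Overnight-induced (tetracycline, 30 C) HEK293 T-REx cells carrying force-coupled D2 receive a no-wash calcium dye, then compound, then EC80 dopamine at 180 s; signals are read kinetically throughout.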
# 12-LOX inh: Primary qHTS assay for inhibitors of human arachidonate 12S-lipoxygenase (ALOX12): Round 2; Polyunsaturated fatty acid lipoxygenase ALOX12 (Homo sapiens), P18054; purified 12hLO, xylenol orange hydroperoxide absorbance; Potency, µM (top dose mostly 108 µM), for inactives: at the top dose activity change, negative = inhibition, most hits filed as inhibitors; 580,000 tested, 1.1% active; note: potency is the fitted concentration of half-maximal effect; % is set by controls: 0 for no effect and ±100 for the full control effect
#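 Hydroperoxide product was detected by ferrous iron/xylenol orange as the 573 to 405 nm absorbance ratio. Arachidonic acid at 40 uM (final) was turned over for 30 min at room temperature by 150 nM human 12hLO, pH 7.0 Hepes buffer, after 15 min compound preincubation.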
# ERG-DNA inh: qHTS for Small Molecule Inhibitors of the ERG Ets/DNA interaction; fluorescence polarization, His-ERG Ets domain / labelled DNA; Transcriptional regulator ERG (Homo sapiens), P11308; AID 624246, 2012; Potency, µM (doses to about 76.9 µM), for the others: top-dose FP activity, negative = inhibition, most hits filed as inhibitors; 370,000 tested, 0.028% active; active = well fitted inhibition curve with a large enough effect in the polarisation, with a control signal flat; inconclusive = small, poorly fitted or top-dose-only effect, or effect the other way, or a change in a side signal; inactive = no such curve, though single readings can be large or run the other way; the % refers to the polarisation;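 note: polarization taken with two DNA probes labelled with fluorescein and Texas red; potency is the fitted concentration of half-maximal effect; % of control where 0% means no effect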
# Target sequence (P11308 whole entry, looked up, the tested form may be a part): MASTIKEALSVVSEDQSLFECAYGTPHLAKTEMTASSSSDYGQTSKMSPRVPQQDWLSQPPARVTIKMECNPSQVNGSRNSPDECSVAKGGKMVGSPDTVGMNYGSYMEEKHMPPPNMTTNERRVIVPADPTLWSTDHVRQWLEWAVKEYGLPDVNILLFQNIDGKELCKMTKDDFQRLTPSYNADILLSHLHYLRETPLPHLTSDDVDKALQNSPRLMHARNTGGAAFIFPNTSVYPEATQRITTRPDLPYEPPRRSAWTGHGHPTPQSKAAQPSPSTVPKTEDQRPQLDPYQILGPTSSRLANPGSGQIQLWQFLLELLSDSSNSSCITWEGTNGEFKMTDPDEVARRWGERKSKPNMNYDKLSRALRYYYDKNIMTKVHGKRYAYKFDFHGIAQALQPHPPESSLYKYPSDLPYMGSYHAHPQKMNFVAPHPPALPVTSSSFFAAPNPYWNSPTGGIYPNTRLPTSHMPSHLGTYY
#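 His-tagged ERG Ets domain (1 uM in the protein solution; 300mM KCl, 50mM Tris-HCl, 1mM EDTA, 1mM DTT, pH 7.5) received compound, then a probe mix of 5 nM fluorescein-DNA and 100nM Texas-615-DNA. Fluorescence polarization was read for both dyes.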
# D2 ag: HTS Assay for Allosteric Agonists of the Human D2 Dopamine Receptor: Primary Screen for Agonists; 340,000 tested, 0.53% active; activation, % at 2 µM; HEK293 T-REx D2 cells, calcium flux agonist mode;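 active = activation over 3 SD above normal in the single-dose calcium agonist read, cut at about 30% in these data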; note: 0% is about no effect
#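 Calcium-flux readout, 1 cycle/sec over 180 s following compound pin transfer, in inducible HEK293 Trex D2 cells (force-coupled); dopamine controls included. Positive calcium responses during this window marked compounds as potential agonists.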
# LDHA inh: qHTS assay for inhibitors of human lactate dehydrogenase; L-lactate dehydrogenase A chain (Homo sapiens), P00338; purified LDHA, NADH/diaphorase-resazurin fluorescence; hits give low values; activity change, % (values are at about 110 or 230 µM); 480,000 tested, 0.15% active; AID 1347041, 2019; in the data active = activity change below about -30%; inconclusive = mostly about -25% to -30%;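 note: plate controls were DMSO wells for no effect and wells without enzyme for full effect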
#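 Human LDH5 (2 nM) was incubated with 0.06 mM NADH and 0.2 mM pyruvate for 5 min at room temperature in Tris pH 7.4. Remaining NADH was coupled through diaphorase/resazurin, and resorufin fluorescence was read at 0 and 20 min.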
# GRP78 ERSR act: qHTS for Inducers of the Endoplasmic Reticulum Stress Response (ERSR) in Human Glioma: qHTS; U87-MG GRP78 promoter luciferase reporter, 16 h; AID 602332, 2012; Potency, µM, without a hit: at the highest dose activation, usual class: activators; 420,000 tested, 0.02% active; note: potency is the fitted concentration of half-maximal effect; series mostly up to about 76 µM; % of control where 0% means no effect; nearly all actives have a fitted effect of over 35% in size
#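 ERSR induction read as luciferase luminescence (Bright-Glo, 10 min at room temperature) in stably transfected human U87-MG glioma cells exposed to compounds for 16 h, using GRP78 as sensor.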
# Vif-A3F inh: qHTS for Inhibitors of Vif-A3F Interactions: qHTS; HeLa A3F-eYFP + Vif (tagged APOBEC3F with the HIV-1 protein that degrades it), YFP fluorescence increase; Potency, µM (titrated, usually from 46.1 µM), for the others: top-dose activity, negative = active; 390,000 tested, 0.2% active; AID 602313, 2012; note: potency is the fitted concentration of half-maximal effect; % of control where 0% means no effect; nearly all actives have a fitted effect of over 65% in size
#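 HeLa cells stably expressing Vif plus C-terminally eYFP-tagged A3F were seeded, incubated overnight at 37 deg C, dosed with compound, incubated overnight again at 37 deg C. Yellow fluorescence (Ex 488/Em 500-530) reported blocked Vif-mediated A3F-eYFP degradation.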
# * hit, by the source's call; ? = inconclusive; nt = not tested or not shown; & = joins results of further samples; [ ] = remark or other dose. Unless noted, calls come from the whole dose curve; as a rule, active = well fitted curve in the direction sought with a large enough effect; inconclusive = small, poorly fitted or top-dose-only effect, or another doubt; inactive = no such curve, though single readings can be large; an effect the other way counts as inactive or inconclusive.
# Order of results – Vif-APOBEC3G blk	RGS4 inh	D2 antag	12-LOX inh	ERG-DNA inh	D2 ag	LDHA inh	GRP78 ERSR act	Vif-A3F inh
COc1cc(OC)c(OC)cc1CNC(=O)c1cc(S(=O)(=O)N2CCOCC2)ccc1F
    -1%	-3%	1	158%[activator]	4%	-0.2	1	-5%	-5%
COc1cc2c(C(=O)Nc3ccc(C)cc3Br)cn(C)c(=O)c2cc1OC
    -1%	47%	nt	5%	0%	nt	-4	-3%	-11%
COc1ccc(NS(=O)(=O)c2cccc(C(=O)NCc3ccccc3CN3CCCC3)c2)cc1
    0%	21%	10	-17%	6%	-1.5	-8	-6%	-1%
COc1ccccc1C(=O)NCC(=O)Nc1ccc2c(c1)OCO2
    1%	12%	-1	11%	3%	-0.1	-3	0%	-2%
C=CC1=CCN(S(=O)(=O)C(C)(C)C)[C@H]1CCO
    0%	nt	nt	-87%	nt	nt	2	0%	3%
CCc1ccc(S(=O)(=O)/N=C2\C=C(Nc3cccc(C(=O)O)c3)C(=O)c3ccccc32)cc1
    -1%	?	6	-16%	16%	-0.5	46	-17%	7%
O=C(c1ccc(CNc2c(N3CCCC3)c(=O)c2=O)cc1)N1CCN(C2CCCCC2)CC1
    0%	1%	14	9%	-8%	-0.6	1	-4%	-4%
CCCCOC(=O)c1c(N)n(-c2ccc(OC)cc2OC)c2nc3ccccc3nc12
    2%	3%	nt	0%	9%	0.0	0	-5%	-6%
O=C(NCc1ccccc1)C1=C[C@H](c2coc3ccccc3c2=O)C[C@H](OCCCCO)O1
    -10%	8%	-5	-2%	-9%	-0.2	1	-2%	2%
CCN(CC)CCCNC(=O)c1nn2c(C(F)(F)F)cc(-c3ccccc3)nc2c1Cl
    0%	-15%	-19	0%	7%	0.6	1	-4%	-2%
O=c1c2ccccc2nc2n1CCO2
    0%	24%	23	4%	0%	1.3	-15	6%	-12%
CC(C)c1ccc(NC(=O)CCc2ccccc2)cc1
    ?	-6%	nt	-15%	4%	nt	4	2%	0%
COc1cccc(CNC(=O)c2cccc(-n3c(C)nc4cccnc43)c2)c1OC
    4%	12%	nt	2%	1%	-1.9	-2	-1%	-8%
Cc1ccc(C(=O)NNC(=O)CSc2n[nH]c(-c3cccnc3)n2)cc1
    1%	-53%	-5	6%	17%	4.2	7	0%	13%
O=C(c1cc(COc2c(F)cccc2F)on1)N1CCC(c2ccccc2Cl)C1 (configuration not stated)
    1%	-14%	-1	-10%	4%	0.2	-2	0%	-3%
CCC1=[N+](C)CCn2c(C)ccc21
    3%	-3%	0	0%	-6%	0.3	-14	-5%	4%
CCOC(=O)N1CCN(C(=O)c2ccc(Cl)c(S(=O)(=O)N3CCCC3)c2)CC1
    -2%	31%	-9	14%	-15%	-0.9	-9	-4%	3%
COc1ccc(C)cc1NC(=O)CN1C(=O)COc2ccc(S(=O)(=O)N3CCCCC3)cc21
    2%	1%	16	-7%	9%	0.2	0	2%	-6%
CC(C)C(=O)NNC(=O)CSc1nnnn1C(C)C
    3%	2%	27	3%	-2%	-0.2	2	-5%	0%
C=C(C)C(=O)O[C@H]1C/C(C)=C\C(=O)/C=C(\C)[C@H](O)[C@@H]2OC(=O)C(=C)[C@@H]21
    ?	-19%	nt	12%	-9%	nt	-1	-10%	1%
Cc1ccnc(NC(=O)CC(NC(=O)c2ccccc2Cl)c2ccccc2)c1 (configuration not stated)
    0%	1%	-17	9%	-12%	1.0	-3	-2%	3%
CC(=O)c1c(C)n(-c2ccc(Cl)cc2)c2ccc(O)cc12
    -1%	30%	-5	0%	-1%	-0.8	-3	-1%	9%
CCc1ccc(S(=O)(=O)Nc2nccs2)cc1
    1%	-14%	11	-29%	3%	0.3	-9	-4%	0%
CCN(C[C@H]1N[C@@](Cc2ccccc2)(C(=O)OC)[C@H]2C(=O)N(Cc3ccccc3)C(=O)[C@@H]12)C(=O)C1CCCCC1
    1%	30%	nt	2%	-8%	nt	-3	1%	6%
CC(=O)NCCc1nc2cc(NC(=O)c3ccccc3)ccc2n1C
    1%	-19%	8	7%	1%	6.3	-1	-2%	-21%
Cc1ccc(NC(=O)Nc2sc3nc4n(c(=O)c3c2C)CCC(C)CC4)c(Cl)c1 (configuration not stated)
    3%	-19%	nt	?	-2%	-0.4	-2&-1	-2%	-5%
O=C(O)CSC(C(=O)Nc1ccc(Br)cc1)c1ccccc1 (configuration not stated)
    -11%	10%	3	-4%	3%	0.3	-7	-2%	-11%
COc1cccc(C(=O)NCC(c2ccc(N(C)C)cc2)N2CCOCC2)c1OC (configuration not stated)
    2%	-21%	nt	-17%	-1%	-2.1	3	-1%	-3%
Cc1ccc(OCCCC(=O)Nc2ccc(N3CCOCC3)cc2)c(C)c1
    -6%	7%	-6	?	-2%	0.1	5	1%	0%
CCN(CC)CCNc1nc2nonc2nc1NCCN(CC)CC
    3%	9%	-2	4%	6%	0.2	-3	-4%	3%

# Later entries:
# Order of results – Vif-APOBEC3G blk	RGS4 inh	D2 antag	12-LOX inh	ERG-DNA inh	D2 ag	LDHA inh	GRP78 ERSR act	Vif-A3F inh
CCOc1ccc(/C=N\NC(=O)c2c(C)nc3cc(C)ccn23)cc1
    -28%	2%	7	2%	1%	1.4	-8	-2%	6%
SC(COCc1ccccc1)CN1CCN(Cc2ccc3c(c2)OCO3)CC1 (configuration not stated)
    3%	-12%	nt	nt	-1%	nt	-3	-3%	-1%
CCSc1nc2sc3c(c2c(=O)n1-c1ccc(OC)cc1)CCN(C)C3
    2%	11%	0	0%	9%	-0.4	0	1%	-11%
CC(=O)N=c1c(C#N)cc2c(=O)n3ccccc3nc2n1CCCOC(C)C
    1%	-12%	13	-2%	-1%	0.4	0	-3%	0%
Cc1cc(C)n(-c2ccc(C(=O)C(C#N)c3nc4ccccc4n3C)cc2)n1 (configuration not stated)
    -1%	-1%	4	5%	nt	6.8	3	-4%	-6%
Cc1cc(C)n(-c2cc(N3CCOCC3)ncn2)n1
    0%	-16%	-3	0%	2%	-0.3	1	-1%	3%
NC(=O)COC(=O)CC1CC2CCC1C2 (configuration not stated)
    -1%	-23%	22	-3%	-9%	0.3	-5	-1%	11%
COC(=O)c1[nH]c2cc(OC)ccc2c1NC(=O)CCN1CCN(c2cccc(C)c2C)CC1
    -11%	-7%	57*	-23%	0%	0.9	-2	-6%	6%
Cc1ccc(S(=O)(=O)N2CCCC2C(=O)NCc2ccco2)cc1 (configuration not stated)
    2%	-12%	-12	-24%	nt	0.3	-2	-2%	-2%
COc1ccc(-n2c(=O)c3c4c(sc3n(CC(N)=O)c2=O)CCCCC4)cc1
    0%	-20%	24	?	2%	0.6	0	-4%	3%
CC(C)CNC(=O)NC(=O)COc1ccc(C=O)cc1
    -4%	42%	-1	0%	1%	0.6	-1	-1%	1%
COc1cc(CCC(C)=O)ccc1OC(=O)c1c(F)cccc1Cl
    -4%	-32%	nt	-45%	10%	nt	-3	4%	3%

# Another view of 2 compounds above.
> CCN(CC)CCCNC(=O)c1nn2c(C(F)(F)F)cc(-c3ccccc3)nc2c1Cl
  Vif-APOBEC3G blk: 0%; RGS4 inh: -15%; D2 antag: -19; 12-LOX inh: 0%; ERG-DNA inh: 7%; D2 ag: 0.6; LDHA inh: 1; GRP78 ERSR act: -4%; Vif-A3F inh: -2%

> Cc1ccnc(NC(=O)CC(NC(=O)c2ccccc2Cl)c2ccccc2)c1 (configuration not stated)
  Vif-APOBEC3G blk: 0%; RGS4 inh: 1%; D2 antag: -17; 12-LOX inh: 9%; ERG-DNA inh: -12%; D2 ag: 1.0; LDHA inh: -3; GRP78 ERSR act: -2%; Vif-A3F inh: 3%

# In the list so far, these have a thiophene ring, fused or not:
# Order of results – Vif-APOBEC3G blk	RGS4 inh	D2 antag	12-LOX inh	ERG-DNA inh	D2 ag	LDHA inh	GRP78 ERSR act	Vif-A3F inh
Cc1ccc(NC(=O)Nc2sc3nc4n(c(=O)c3c2C)CCC(C)CC4)c(Cl)c1 (configuration not stated)
    3%	-19%	nt	?	-2%	-0.4	-2&-1	-2%	-5%
CCSc1nc2sc3c(c2c(=O)n1-c1ccc(OC)cc1)CCN(C)C3
    2%	11%	0	0%	9%	-0.4	0	1%	-11%
COc1ccc(-n2c(=O)c3c4c(sc3n(CC(N)=O)c2=O)CCCCC4)cc1
    0%	-20%	24	?	2%	0.6	0	-4%	3%

# Screening data: PubChem BioAssay, National Center for Advancing Translational Sciences (NCATS)

# Only part of the results is shown; rates above refer to the full screens.
